High-throughput results (PubChem)
PTHR1 ag: activates the human parathyroid hormone receptor PTHR1. HEK293 GP2 PTHR1 cells, GloSensor cAMP luminescence, 1 h. Q03431. actives 0.075% (n = 410,000). AID 743266. Potency, µM (highest dose often 115 µM), for inactives: at the highest dose activation, actives largely listed as activators; further: potency means the concentration at half of the fitted maximal effect; nearly all actives have a fitted effect of over 55% in size; some results filed as inactive show a strong effect at the top dose; inactives centre near -15; many of its hits are not listed in these tables
Target sequence (Q03431 whole entry, looked up): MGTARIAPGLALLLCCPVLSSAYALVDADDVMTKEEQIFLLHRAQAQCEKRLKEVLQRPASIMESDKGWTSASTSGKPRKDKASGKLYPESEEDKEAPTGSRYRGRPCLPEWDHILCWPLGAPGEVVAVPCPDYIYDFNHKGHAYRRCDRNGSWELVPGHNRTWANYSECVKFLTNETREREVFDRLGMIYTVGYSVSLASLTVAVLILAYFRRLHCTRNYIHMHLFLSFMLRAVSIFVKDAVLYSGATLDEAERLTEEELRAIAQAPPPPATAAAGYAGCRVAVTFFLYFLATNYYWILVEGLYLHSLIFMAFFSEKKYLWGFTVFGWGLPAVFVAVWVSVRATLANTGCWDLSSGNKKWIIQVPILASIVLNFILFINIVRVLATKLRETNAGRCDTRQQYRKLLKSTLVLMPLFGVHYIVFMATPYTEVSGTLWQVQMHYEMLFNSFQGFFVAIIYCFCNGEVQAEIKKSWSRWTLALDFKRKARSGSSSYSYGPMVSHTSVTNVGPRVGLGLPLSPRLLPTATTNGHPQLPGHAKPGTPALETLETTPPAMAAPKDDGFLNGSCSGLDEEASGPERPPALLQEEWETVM
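HEK-293-derived GP2 cells expressing PTHR1 and a GloSensor cAMP reporter, 3,000/well, plated overnight, given luciferin plus IBMX (each 0.5 mM as added) for 1 h at 37 °C, then compound for 1 h at 37 °C. Luminescence was read after 15 min at room temperature.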
D3 antag: antagonists of human D3 dopamine receptor. P35462. D3R cells, DiscoveRx beta-arrestin luminescence, antagonist mode; active compounds read low. max response, negative = inhibition, %. actives 2.5% (n = 360,000); in the data active means max response below about -50%; inconclusive means no clear call, values can overlap the other calls; further: on the % scale 0 is the no-effect control and ±100 the full control effect; mostly tested at two doses, the higher about 12 µM
Target sequence (P35462 whole entry, looked up): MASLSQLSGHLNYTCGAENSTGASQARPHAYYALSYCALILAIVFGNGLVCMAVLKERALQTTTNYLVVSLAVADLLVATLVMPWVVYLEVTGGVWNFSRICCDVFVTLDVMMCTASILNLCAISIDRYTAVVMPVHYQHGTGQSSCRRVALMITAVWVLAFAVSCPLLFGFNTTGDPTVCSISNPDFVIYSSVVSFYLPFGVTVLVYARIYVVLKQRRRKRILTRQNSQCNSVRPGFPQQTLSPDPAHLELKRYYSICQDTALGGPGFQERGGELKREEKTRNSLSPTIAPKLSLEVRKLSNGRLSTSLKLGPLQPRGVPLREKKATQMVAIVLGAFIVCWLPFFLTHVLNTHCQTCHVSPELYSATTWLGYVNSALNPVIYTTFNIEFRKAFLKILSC
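Cells plated overnight at 1500 cells/well, then exposed to library compounds with dopamine controls for 90 minutes at 37 degrees C. DiscoveRx reagent added for 30–60 minutes at room temperature; luminescence read, quantitative HTS format.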
MmCpn inh: inhibitors of Methanococcus maripaludis chaperonin (MmCpn) | purified Mm-Cpn ATPase, ADP Transcreener TR-FRET | Potency, µM (series often up to 76.9 µM), for inactives: at the top dose activity, negative = inhibition, actives largely listed as inhibitors | actives 0.031% (n = 330,000); further: potency means the concentration at half of the fitted maximal effect; on the % scale 0 is the no-effect control and ±100 the full control effect; nearly all actives have a fitted effect of over 80% in size
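TR-FRET (320 nm excitation; 590 and 665 nm emission) reports ADP made from 10 uM ATP by 25 nM enzyme; compounds were preincubated 10 min, reaction run 30 min, both at 37°C.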
EPAC2 antagonist: blocks human EPAC2 exchange factor | EPAC2 GEF exchange of Rap1B-BODIPY-GDP, fluorescence | Potency, µM (series often up to 114 µM), without a hit: at the top dose activity, negative = inhibition, most hits filed as inhibitors | Q8WZA2 | actives 0.18% (n = 360,000); further: potency means the concentration at half of the fitted maximal effect; on the % scale 0 is the no-effect control and ±100 the full control effect; nearly all actives have a fitted effect of over 45% in size; many of its hits are not listed in these tables
CCT chaperon mod: cytosolic chaperonin activity modulation; purified chaperonin ATPase assay, HTRF ADP detection, 30 min; activity change, % (no concentration beside the values), hits read low; actives 0.3% (n = 360,000); in the data active means activity change below about -30%; further: on the % scale 0 is the no-effect control and ±100 the full control effect
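Enzyme 40 or 20 nM (batch-dependent) in Tris pH 7.4/KCl/MgCl2/DTT; cpd 76 uM single point; ATP 10 uM; 30 min 37 °C; Transcreener ADP HTRF detection, 30 min RT; ratio 665/615.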
EPAC2 ag: agonists of human EPAC2 (RAPGEF4); Q8WZA2; EPAC2 activation, biochemical qHTS; response scale: 100% = 6.5 mM cAMP response; Potency, µM (top dose mostly 154 µM), without a hit: at the top dose activation, actives largely listed as activators; actives 0.079% (n = 360,000); further: potency means the concentration at half of the fitted maximal effect; nearly all actives have a fitted effect of over 50% in size
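Compounds were added across a concentration range to EPAC2 (100 nM), RAP1B-BODIPY-GDP (250 nM) and GDP (50 uM). After 5 min at room temperature, fluorescence was recorded at 5-min intervals for 30 min.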
D3 ag: D3 dopamine receptor (human) agonism; D3R DiscoveRx beta-arrestin cells, luminescence, 90 min; P35462; actives 0.58% (n = 410,000); max activation, %; in the data active means max activation above about 30%; further: 0% is about no effect; mostly tested at two doses, the higher about 12 µM
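Agonist-mode cell screen: cells plated at 1500/well and incubated overnight at 37 °C, then exposed to library compounds for 90 min at 37 °C. Detection reagent was added for 30–60 min at room temperature, and luminescence was read.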
pAkt inh: blocks phosphorylation of Akt; actives 0.32% (n = 360,000); activity change, % for hits at 50 µM; Neuro2A IGF-stimulated pAkt S473 HTRF, 20 min; active compounds read low; in the data active means activity change below about -80%; inconclusive means mostly about -51% to -80%; further: on the % scale 0 is the no-effect control and ±100 the full control effect
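Neuro2A cells (4,500/well, DMEM with 0.5% FBS) were treated with compound at a single 50 µM final concentration, stimulated with 6 nM IGF for 20 min at 37 °C, and lysed. Phospho-Akt Ser473 was read by HTRF as 665/615 ratio ×10^4.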
Active calls of the source: *; i = inactive; u = inconclusive; x = no result given; [ ] = another dose, or the depositor's remark. Unless noted, the call rests on the fitted dose curve; in most records, active means well fitted curve in the direction sought with a large enough effect; inconclusive means small, poorly fitted or top-dose-only effect, or another doubt; inactive means no such curve, though single readings can be large; an effect the other way counts as inactive or inconclusive. The list is partial, so the mix of outcomes need not match the whole.

1. COc1cc(CNCCO)cc(Br)c1OCc1ccccc1Cl
2. Cc1cccc(NC(=S)NCc2ccccc2Cl)c1C
3. O=C(CCc1nc2ccccc2c(=O)[nH]1)NNC(=O)COc1ccccc1Cl
4. COc1ccccc1C(=O)N1CC(=O)Nc2ccc(C)cc2C1c1ccc(F)cc1 (stereo not drawn)
5. CCOC(=O)c1c(NC(=O)CSc2nnc(-c3ccccc3C)n2C)sc(C(C)=O)c1C
6. COc1ccc(CNC(=O)CSc2nnc(NC(=O)C3CC3)s2)cc1
7. COc1ccc(S(=O)(=O)NC2CC(C)(C)NC(C)(C)C2)cc1C(C)C
8. CC(C)CNC(=O)C1CCN(S(=O)(=O)c2ccc(-n3cnnn3)cc2)CC1
assay / entry	1	2	3	4	5	6	7	8
PTHR1 ag	i	-9%	-7%	i	-27%	i	-12%	-5%
D3 antag	16	2	3	u	21	-3	-1	4
MmCpn inh	1%	0%	0%	0%	-17%	1%	0%	u
EPAC2 antagonist	10%	5%	1%	-17%	-2%	-5%	0%	3%
CCT chaperon mod	-0.2	-0.7	-1.0	-1.6	-1.5	-0.3	-2.2	0.9
EPAC2 ag	-4%	10%	2%	15%	-2%	9%	0%	0%
D3 ag	-1	-2	6	-2	16	-9	-5	7
pAkt inh	i	i	i	i	i	i	i	i

9. COC(=O)c1cnn(-c2cc(Oc3ccccc3)ncn2)c1N
10. COc1cc(NC(=O)C2CC(=O)NC3=C2C(=O)CCC3)c(OC)cc1Cl (stereo not drawn)
11. CCNc1nc(NCC)n2c(SCC(=O)Nc3ccccc3)nnc2n1
12. CN(C(=O)COC(=O)c1ccccc1OCc1ccc(Cl)cc1)c1c(N)n(Cc2ccccc2)c(=O)[nH]c1=O
13. COc1ccccc1C(C)NC(=O)C1CCN(S(=O)(=O)c2cccs2)CC1 (stereo not drawn)
14. CCCNC(=O)CS(=O)(=O)Cc1nc(-c2ccccc2C)oc1C
15. CN(C)S(=O)(=O)c1cccc(C(=O)OCC(=O)NCc2ccccc2)c1
16. CC(C)c1ccc(/C=N/NC(=O)c2c(Cl)cnn2C)cc1
assay / entry	9	10	11	12	13	14	15	16
PTHR1 ag	i	-6%[57.5 µM]	i	i	i	i	-18%	-17%
D3 antag	-17	-16	6	12	-17	12	14	5
MmCpn inh	0%	0%	-2%	-1%	1%	2%	1%	2%
EPAC2 antagonist	-3%	7%	3%	-6%	3%	9%	18%	9%
CCT chaperon mod	2.0	2.3	-0.8	-0.5	-0.8	0.3	-3.8	-1.6
EPAC2 ag	7%	-2%	-4%	-5%	2%	6%	3%	0%
D3 ag	-2	39*	0	10	-15	1	0	5
pAkt inh	i	i	i	i	i	i	i	i

17. Cc1cccc(CN2C(=O)N/C(=C/c3ccc(C)s3)C2=O)c1
18. CNc1ccc(Br)cc(C(=O)/C=C/c2ccc(OC)cc2OC)c1=O
19. COc1ccc(Cn2c(-c3ccc(C)cc3)nc3c(c(=O)c4ccccc4n3C)c2=O)cc1
20. COC(=O)c1c(C)[nH]c(C(=O)COC(=O)c2c(C)noc2C)c1C
21. COc1cccc(-c2nn(-c3ccc(C)cc3)cc2C(=O)N(C)CC(=O)Nc2cccc(F)c2)c1
22. C#CCN(C[C@H]1[C@H](OC(=O)NCc2ccccc2F)[C@H](OC(=O)NCc2ccccc2F)C[C@H]2C(=O)N(c3ccccc3)C(=O)[C@@H]12)S(=O)(=O)c1ccc(C)cc1
23. CCCNC(=O)c1cc(C2CCCCN2C(=O)c2cc(C(C)(C)C)nn2C)on1 (stereo not drawn)
24. Cc1ccc(C(=O)NNC(=O)CSc2nnc3ccccn23)cc1
assay / entry	17	18	19	20	21	22	23	24
PTHR1 ag	i	-16%	-31%[inhibitor]	19%	i	-20%	-28%	i
D3 antag	19	10	3	-7	0	5	0	14
MmCpn inh	1%	0%	0%	0%	-14%	x	x	0%
EPAC2 antagonist	-1%[57.1 µM]	-6%	12%	-28%	2%	-5%	5%	7%
CCT chaperon mod	-7.1	-4.9	-0.2	-1.9	-3.4	0.1	-1.8	-2.5
EPAC2 ag	27%	-1%	-3%	3%	1%	5%	5%	4%
D3 ag	-5	-12	15	-1	3	0	1	0
pAkt inh	i	i	i	i	i	i	i	i

25. O=C1c2cccc(OCC(=O)N3CCCc4ccccc43)c2CCN1Cc1ccc(F)cc1
26. COCC(C)NC(=O)c1cc2cccc([N+](=O)[O-])c2[nH]1 (stereo not drawn)
27. OC[C@H]1O[C@@H](Oc2ccc3cc(Br)ccc3c2)[C@H](O)[C@@H](O)[C@H]1O
28. CCOc1cccc(-c2nnc(SCC(=O)NC3CC3)n2C)c1
29. Fc1ccc(-c2ccc(/C=N/n3cnnc3)o2)cc1
30. CCCc1cc(=O)n2[nH]c(-c3ccc(C)cc3)cc2n1
31. Oc1ccc2ccccc2c1CN1CCN(c2ccccc2)CC1
32. CC(C)CNC(=O)C1CCN(c2ccc(S(=O)(=O)N3CCOCC3)cc2[N+](=O)[O-])CC1
assay / entry	25	26	27	28	29	30	31	32
PTHR1 ag	-28%	-8%	-15%	i	-3%	-13%	-27%	i
D3 antag	11	-4	0	2	-24	13	u	-5
MmCpn inh	0%	1%	-6%	-1%	1%	1%	1%	2%
EPAC2 antagonist	1%	2%	1%	9%	-1%	-2%	-3%	8%
CCT chaperon mod	-1.2	-1.4	-3.4	-4.5	0.7	-0.3	-0.3	0.4
EPAC2 ag	4%	9%	-6%	11%	0%	-4%	2%	7%
D3 ag	3	3	0	0	2	-11	-7	3
pAkt inh	i	i	i	i	i	i	i	i

33. CC(=O)c1ccc(NC(=O)c2cc(-c3cccs3)on2)cc1
34. Cc1ccc(NC(=O)c2c(-c3ccccc3Cl)noc2C)nc1
35. C[C@@]12C(=O)N(CCO)CC(=O)N1[C@H](/C=C/c1ccccc1)[C@@H]1C(=O)N(c3ccccc3)C(=O)[C@@H]12
36. Cc1ccc2c(c1)C1OCCC1C1N2C(=O)C2C(C(=O)O)C3C=CC21O3 (stereo not drawn)
37. O=C(Nc1ccccc1C(=O)O)c1ccc(NC(=O)C2CCCCC2)cc1
38. Cc1ccc2c(CC(=O)NC3CCS(=O)(=O)C3)coc2c1C (stereo not drawn)
39. CCOC(=O)c1nn(-c2cccc(C)c2)c2nc(-c3ccccc3)c(C#N)c(=O)n12
40. CC(C)(C)c1ccc(CSc2nc(N)cc(=O)[nH]2)cc1
assay / entry	33	34	35	36	37	38	39	40
PTHR1 ag	0%	i	-6%	i	-77%[inhibitor]	i	i	-34%[inhibitor]
D3 antag	-10	-20	-59*	16	19	7	-24	-6
MmCpn inh	-1%	1%	-3%	3%[15.4 µM]	-2%	2%	-2%	-1%
EPAC2 antagonist	30%	1%	8%	-17%	-7%	18%	-7%	-16%
CCT chaperon mod	-1.5	0.9	-2.8	-2.1	0.1	0.9	-3.5	-55*
EPAC2 ag	12%	1%	0%	-2%	8%	8%	8%	12%
D3 ag	-13	-1	-4	0	2	-6	1	10
pAkt inh	i	i	i	i	i	x	i	i

41. O=[N+]([O-])c1ccc(-c2c(-c3ccccc3)ncc3ccc(F)cc23)cc1
42. CN(C)CCN(C(=O)C1=COCCO1)c1nc2ccc(F)cc2s1
43. COC(=O)C1=C(NC(=O)c2cccc(OC)c2)CCS1
44. O=C(NC(=S)Nc1cccnc1)c1cc2ccccc2o1
45. COCCn1c(-c2ccccc2)nc2oc3ccccc3c(=O)c2c1=O
46. Cc1cc(NC(=O)CSc2nc(N)c(NC(=O)c3ccccc3)c(=O)[nH]2)no1
47. CSc1ncccc1C(=O)OCc1nc2ccsc2c(=O)[nH]1
48. CN(C)S(=O)(=O)c1ccc(C(=O)NCCS(=O)(=O)N2CCN(c3ccc(F)cc3)CC2)cc1
assay / entry	41	42	43	44	45	46	47	48
PTHR1 ag	-61%[inhibitor]	-33%	i	-15%	-16%	i	i	i
D3 antag	-26	-25	-11	-10	-5	-13	5	4
MmCpn inh	-6%	x	1%	3%	3%	0%	0%	-6%
EPAC2 antagonist	-14%	13%	-4%	-1%	9%	0%	4%	11%
CCT chaperon mod	0.0	1.9	-1.6	-0.6	-1.6	0.1	-0.2	1.7
EPAC2 ag	7%	-6%	-8%	-7%	3%	14%	1%	1%
D3 ag	-14	-15	0	-5	0	-19	3	1
pAkt inh	i	i	i	i	i	i	i	i

One compound at a time, from the list above. Values in the order: PTHR1 ag	D3 antag	MmCpn inh	EPAC2 antagonist	CCT chaperon mod	EPAC2 ag	D3 ag	pAkt inh
Results for CN(C)CCN(C(=O)C1=COCCO1)c1nc2ccc(F)cc2s1 = -33%	-25	x	13%	1.9	-6%	-15	i
Results for O=C(NC(=S)Nc1cccnc1)c1cc2ccccc2o1 = -15%	-10	3%	-1%	-0.6	-7%	-5	i
Results for COCCn1c(-c2ccccc2)nc2oc3ccccc3c(=O)c2c1=O = -16%	-5	3%	9%	-1.6	3%	0	i
Results for O=[N+]([O-])c1ccc(-c2c(-c3ccccc3)ncc3ccc(F)cc23)cc1 = -61%[inhibitor]	-26	-6%	-14%	0.0	7%	-14	i

Going on with the list.
49. CC(=O)Nc1ccc(NC(=O)c2c(-c3ccccc3Cl)noc2C)c(C)c1
50. CCCN1C(=O)SC(CC(=O)Nc2ccccc2C)C1=O (stereo not drawn)
51. C=C(C)COc1ccc(-c2ncncc2-c2ccccc2)c(O)c1
52. Nc1c(OS(=O)(=O)c2ccccc2)cccc1OS(=O)(=O)c1ccccc1
53. CCOC(=O)c1cc(-c2ccccc2)sc1NC(=O)C(C)N1C(=O)NC(C)(c2ccc(Cl)cc2)C1=O (stereo not drawn)
54. COc1ccc(CCNC(=O)c2cc3c(=O)n(C)c4ccccc4c3n2C)cc1OC
assay / entry	49	50	51	52	53	54
PTHR1 ag	i	-22%[57.5 µM]	-7%	-82%[inhibitor]	-11%[57.5 µM]	-5%
D3 antag	18	-10	11	-29	17	33
MmCpn inh	-3%	1%	-2%	x	-16%	-3%
EPAC2 antagonist	15%	-2%	-15%	1%	-4%	3%
CCT chaperon mod	0.7	0.0	0.2	-0.1	-5.8	2.0
EPAC2 ag	-2%	15%	17%	14%	-1%	-9%
D3 ag	4	2	-2	-11	-1	11
pAkt inh	i	i	i	i	i	i
